GDH-TPI counter: GDH-TPI coupled enzyme inhibition counter-screen; GDH-TPI coupled enzyme counterscreen, NADH absorbance; inhibition, % at 4.8 µM; 360,000 tested, 1.2% active;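 note: 0% = DMSO wells and 100% = wells lacking the enzyme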
BoNT F protease: inhibitors of Botulinum neurotoxin F light chain protease; Multiplex microsphere protease cleavage assay, flow cytometry; inhibition, % at 10 µM; 360,000 tested, 0.22% active; AID 588497; in the data active = inhibition above about 35%, passing the limit was not always enough; inconclusive = no clear call, values can overlap the other calls; note: plate controls were buffer without enzyme for full effect and enzyme alone for no effect
BoNT A protease: blocks Botulinum neurotoxin A light chain protease; 360,000 tested, 0.17% active; inhibition, % at 10 µM; multiplex microsphere protease substrate cleavage, flow cytometry; in the data active = inhibition above about 30%; inconclusive = no clear call, values can overlap the other calls; note: plate controls were buffer without enzyme for full effect and enzyme alone for no effect
CCHF vOTU inh: CCHFV vOTU protease inhibition; Pep-AMC fluorescence; AID 651958; 370,000 tested, 0.55% active; inhibition, % at 11.5 µM; note: 0% = vehicle wells with enzyme and 100% = no enzyme wells
FadD28 binding: M. tuberculosis FadD28 bisubstrate binding inhibition; FadD28 bisubstrate probe binding, fluorescence polarization; inhibition, % at 12.5 µM; 360,000 tested, 0.22% active; in the data active = inhibition above about 8.5%, passing the limit was not always enough; inconclusive = no clear call, values can overlap the other calls
Mtb BioA inh: inhibitors of Mycobacterium tuberculosis BioA enzyme; purified M. tuberculosis BioA enzyme, plate reader; inhibition, % at 9.99 µM; 360,000 tested, 0.096% active; AID 602481; in the data active = inhibition above about 40%; inconclusive = no clear call, values can overlap the other calls
Mtb UGM inh: blocks M. tuberculosis UGM enzyme | P9WIQ1 | purified UGM, fluorescence polarization probe displacement | inhibition, % at 10 µM | 320,000 tested, 0.06% active; in the data active = inhibition above about 10%, passing the limit was not always enough; inconclusive = no clear call, values can overlap the other calls
Target sequence (P9WIQ1 whole entry, looked up): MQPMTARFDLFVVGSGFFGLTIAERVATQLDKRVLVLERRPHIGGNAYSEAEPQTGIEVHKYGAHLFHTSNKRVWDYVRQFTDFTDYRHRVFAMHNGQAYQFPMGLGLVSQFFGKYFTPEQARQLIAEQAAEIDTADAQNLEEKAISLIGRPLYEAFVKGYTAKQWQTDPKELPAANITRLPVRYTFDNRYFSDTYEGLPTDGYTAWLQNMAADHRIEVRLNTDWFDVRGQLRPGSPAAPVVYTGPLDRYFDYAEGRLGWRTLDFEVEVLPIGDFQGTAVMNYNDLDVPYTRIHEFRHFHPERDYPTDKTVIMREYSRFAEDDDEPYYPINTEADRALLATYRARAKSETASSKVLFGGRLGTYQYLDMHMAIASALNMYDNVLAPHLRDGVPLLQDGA
PrPC surface inh: reduces human prion protein on the cell surface; P04156; cell surface PrPC, TR-FRET read-out; inhibition, % at 13.8 µM; 370,000 tested, 0.43% active; AID 720596; in the data active = inhibition above about 24%; note: 0% = median of the test wells and 100% = reference compound wells
Mtb FBA inh: Mtb fructose-bisphosphate aldolase inhibition; P9WQA3; AID 588726; inhibition, % at 1 µM; 360,000 tested, 2.3% active; purified M. tuberculosis FBA, fluorescence read-out; in the data active = inhibition above about 27%;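 note: 0% = vehicle and 100% = reference inhibitor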
Target sequence (P9WQA3 whole entry, looked up): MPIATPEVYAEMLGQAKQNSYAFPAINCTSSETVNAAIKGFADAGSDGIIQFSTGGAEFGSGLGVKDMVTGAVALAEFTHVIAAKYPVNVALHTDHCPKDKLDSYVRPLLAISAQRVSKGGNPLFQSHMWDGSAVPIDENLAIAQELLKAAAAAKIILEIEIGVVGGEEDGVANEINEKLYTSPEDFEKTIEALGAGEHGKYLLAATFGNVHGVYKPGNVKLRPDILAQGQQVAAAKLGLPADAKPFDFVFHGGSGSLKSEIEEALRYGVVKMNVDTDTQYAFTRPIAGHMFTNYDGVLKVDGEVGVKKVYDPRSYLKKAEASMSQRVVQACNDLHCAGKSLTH
Active calls of the source: *; ? = inconclusive; · = not tested or not shown; & = joins results of further samples. Cut-off read from the data, not from the text of the source, unless noted: active = inhibition above about 30%; inactive = the rest.

SMILES	GDH-TPI counter	BoNT F protease	BoNT A protease	CCHF vOTU inh	FadD28 binding	Mtb BioA inh	Mtb UGM inh	PrPC surface inh	Mtb FBA inh
CCn1c(CCCCc2n[nH]c(=S)n2CC)n[nH]c1=S	3	-3	-0.5	-1	-1.4	·	0.4	-6	6
Cn1c(C(=O)N2CCC(C(=O)N3CCOCC3)CC2)cc2sccc21	6	11	-0.5	-12	-1.5	-1.2	2.9	4	0
COc1ccc2ccccc2c1-c1sc(Nc2ccccc2)n[n+]1-c1ccc(F)cc1	17	-16	1.7	18	-1.9	-6.8	2.7	0	1
COc1ccc(NC(=S)NC(=O)c2cncc(Br)c2)cc1	7	?	?	-15	-3.3	·	-0.3	10	0
COCCCNS(=O)(=O)c1ccc(Oc2ncc(C(F)(F)F)cc2Cl)cc1	-1	-3	-0.1	-3	-2.0	0.3	-1.9	-1	0
COc1ccc([C@H]2C[C@H](O)[C@@H](n3cc(-c4ccc(F)cc4)nn3)CN2C(=O)C2CCCCC2)cc1	10	2	0.1	8	-1.7	0.2	·	3	0
O=C(c1cccc(S(=O)(=O)N2CCOCC2)c1)N1CCN(Cc2ccc3c(c2)OCO3)CC1	-5	0	2.2	-8	-0.7	·	-0.5	0	0
CCOC(=O)N1CCN(S(=O)(=O)c2ccc(OCC)c(C)c2)CC1	5	-6	-0.4	10	-1.9	0.3	0.1	9	0
O=C(Nc1ccc2c(c1)OCCO2)c1ccccc1F	1	-5	-0.7	3	1.1	1.5	-0.3	-9	-5
Cc1cc2c(NS(=O)(=O)c3ccc(F)cc3)cccc2nn1	10	-1	0.0	0	-0.7	-1.4	-0.7	-9	-1
CC(=O)/C=C(\C)Nc1ccc(-c2cnc(-c3ccccc3)o2)cc1	19	-10	-0.4	-108	0.9	3.2	4.1	8	90*
N#Cc1cccc(NC(=O)NCCc2c[nH]c3ccccc23)c1	-4	-8	-1.0	1	-2.5	0.3	2.5	4	1
c1ccc2c(CCc3ccncc3)cccc2c1	19	0	-0.1	5	-0.1	·	·	1	4
CN1CC[C@]2(CCN3CCc4c(oc5ccccc45)[C@@H]3C2)N(C)C1=O	-9	-8	-0.4	4	-3.5	0.1	3.3	-4	0
COc1ccc(C(=O)Nc2ccccc2C(=O)N2CCCCCC2)cc1OC	0	-7	-3.2	4	-0.9	2.9	-10	-3	1
O=c1[nH]c(C2CCN(S(=O)(=O)c3ccc([N+](=O)[O-])cc3)CC2)nc2c1nnn2Cc1ccccc1	-9	-31	-1.8	-11	-0.2	2.3	-2.6	-9	-1
CCC(=O)N1CCc2cc(Br)c(S(=O)(=O)CCC(=O)NCCc3ccccc3)cc21	9	-5	0.1	-3	0.9	0.5	·	2	1
S=c1[nH]nc(-c2n[nH]c3c2CCC3)n1/N=C/C=C/c1ccco1	-5	?	-2.4	1	3.2	0.0	3.8	-2	2
Cc1ccc(C2/C(=C(\O)c3cnn(-c4ccccc4)c3C)C(=O)C(=O)N2CCN(C)C)o1 (configuration not stated)	11	-7	0.7	-6	-3.3	-0.2	3.1	4	0
Cc1csc(NC(=O)C2CCN(S(=O)(=O)c3ccccc3)CC2)n1	6	-22	-7.2	12	-0.4	-1.3	·	2	-2
CC(=Nc1ccccc1)C1=C(O)CSC1=O	11	-8	-0.2	-11	0.1	-0.8	1.0	1	0
Nc1cc2c3c(cccc3c1)C(=O)N(CCN1CCCC1)C2=O	-1	-21	0.7	2	-1.9	4.4	5.0	-4	-5
Cc1nc2c3ccccc3n(Cc3ccccc3F)c2s1	-3	-3	-0.8	5	-2.3	-0.9	-0.7	2	-2
Cc1ccc(NC(=O)C2CCCO2)c(Br)c1 (configuration not stated)	1	3	0.0	-9	0.3	1.4	0.8	5	-1
CN(CC(CC(=O)Nc1nncs1)c1ccccc1)S(=O)(=O)c1ccccc1 (configuration not stated)	-4	-2	-0.8	-3	-0.6	-4.4	-5.7	1	-1
The listing continues:
SMILES	GDH-TPI counter	BoNT F protease	BoNT A protease	CCHF vOTU inh	FadD28 binding	Mtb BioA inh	Mtb UGM inh	PrPC surface inh	Mtb FBA inh
CSCCC(NS(=O)(=O)c1ccc(Cl)c(Cl)c1)C(=O)O (configuration not stated)	-2	0	0.4	-5	-0.6	·	4.7	-1	0
COc1cc2nc(CN3CCOCC3)n(CC(=O)NCC(F)(F)F)c(=O)c2cc1OC	7	0	-0.5	-5	-2.2	0.1	2.0	5	-2
O=[N+]([O-])c1ccc(N2CCN(S(=O)(=O)Cc3ccccc3)CC2)cc1N1CCOCC1	12	-11	-1.3	8	-3.5	1.2	1.0	-21	-20
CCCCCCOC(=O)c1ccc(N)cc1	-9	-2	-0.4	9	-2.1	3.4	2.2	12	-2
O=C(C[C@H]1C[C@H](C(=O)N2CCOCC2)[C@@]2(CCC3CCCC3)c3[nH]c4cc(-c5ccco5)ccc4c3CCN2C1=O)NCCN1CCOCC1	12	-10	-0.5	-24	-0.9	-2.4	·	1	41*
COC(=O)C1=C(C)N(c2cccc(C)c2)C(=O)/C1=C\c1cccs1	22	-27	-1.6	17	-2.4	1.3	0.0	-3	1
COc1ccc(CN2CCN(Cc3cccc(OC)c3)C(CCO)C2)cc1 (configuration not stated)	9	-3	-0.4	-14	-4.5	·	3.0	-7	1
CC(=O)C1=C(C)NC(=O)CC1c1ccccc1Cl (configuration not stated)	3	-1	0.3	-11	-1.7	·	-2.1	0	-5
COC(=O)C1=C(C)n2nnnc2NC1c1ccc(Cl)cc1 (configuration not stated)	13	-12	-0.3	8	-11	2.6	-0.3	2	1
Cc1csc(C(C#N)C(=O)c2cc3ccccc3o2)n1 (configuration not stated)	22	2	0.3	14	-2.7	-0.5	-1.4	-10	-4
COc1ccc(OC)c(NC(=O)Nc2ccc(Cl)cc2)c1	4	-2	-1.2	·	-1.1	1.1	1.3	·	4
COc1cc(C(=O)C(O)c2ccc(O)c(OC)c2)ccc1O (configuration not stated)	26	-11	-0.8	1	-3.6	-0.6	·	-5	-3
C1COCCNCCOCCOCCOCCN1	3	-5	-1.0	-2	-0.9	0.3	0.7	-5	0
CN(CCc1ccccc1)C(=O)c1ccc(NC(=O)Cc2cccc(NC(=O)C3CCN(C(=O)c4ccccc4)CC3)c2)cc1	3	3	0.4	-8	-4.4	0.0	·	-3	-3
Cc1cccc(C)c1NC(=O)CSc1nnc(-c2ccoc2C)n1CCc1ccccc1	-3	-10	-0.5	12	-4.2	1.2	0.4	1	-1
Cc1ccc2cc(CCNC(=O)c3cccs3)c(=O)[nH]c2c1	14	-10	-0.6	-2	-1.1	-1.4	-1.0	3	2
COc1ccc(OCc2cc(C(=O)N(C)CC3CCCCO3)no2)c(Cl)c1 (configuration not stated)	-12	0	-0.9	-16	-1.6	0.0	-0.2	2	0
CCOC(=O)c1c(NC(=O)C(F)(OC)C(F)(F)F)sc2c1CCN(C)C2 (configuration not stated)	13	1	0.4	-3	-3.4	-2.3	1.7	-22	5
COc1ccc2oc(C)c(NC(C)=O)c2c1	4	0	0.6	-1	-0.9	·	1.5	-4	2
COc1ccccc1-c1nnc(SCC(=O)NC2CCCCC2)n1C	7	-4	-0.1	5	-0.7	·	2.2	7	0
O=C(Nc1nnc(-c2ccccc2)o1)Nc1ccc(F)cc1F	4	-6	0.6	0	1.0	·	-0.1	0	0
CCOc1ccc(CCNC(=O)c2ccc(CNS(=O)(=O)c3ccccc3)cc2)cc1OCC	0	-9	-0.6	-4	-1.3	-1.9	3.8	4	-6
CN(C)c1ccnc2sc(C(N)=O)c(N)c12	24	4	1.9	-10	-1.9	0.0	-1.2	-12	3
CCOc1ccccc1CNC(=O)CCCC(=O)n1nc(C)c2ccccc21	10	-1	0.4	-3	-0.6	-1.1	-0.4	-4	0
O=C1CCCC(O)=C1N=Nc1ccc2c(c1)OCO2	10	-2	-1.0	9	-0.3	3.4	-3.0	13	-32

Sorted by SMILES length (largest number first): some entries from above.
SMILES	GDH-TPI counter	BoNT F protease	BoNT A protease	CCHF vOTU inh	FadD28 binding	Mtb BioA inh	Mtb UGM inh	PrPC surface inh	Mtb FBA inh
CN(CCc1ccccc1)C(=O)c1ccc(NC(=O)Cc2cccc(NC(=O)C3CCN(C(=O)c4ccccc4)CC3)c2)cc1	3	3	0.4	-8	-4.4	0.0	·	-3	-3
COc1ccc(OCc2cc(C(=O)N(C)CC3CCCCO3)no2)c(Cl)c1 (configuration not stated)	-12	0	-0.9	-16	-1.6	0.0	-0.2	2	0
Cn1c(C(=O)N2CCC(C(=O)N3CCOCC3)CC2)cc2sccc21	6	11	-0.5	-12	-1.5	-1.2	2.9	4	0
COc1ccc(CN2CCN(Cc3cccc(OC)c3)C(CCO)C2)cc1 (configuration not stated)	9	-3	-0.4	-14	-4.5	·	3.0	-7	1
Cc1cc2c(NS(=O)(=O)c3ccc(F)cc3)cccc2nn1	10	-1	0.0	0	-0.7	-1.4	-0.7	-9	-1
C1COCCNCCOCCOCCOCCN1	3	-5	-1.0	-2	-0.9	0.3	0.7	-5	0

Next results follow.
SMILES	GDH-TPI counter	BoNT F protease	BoNT A protease	CCHF vOTU inh	FadD28 binding	Mtb BioA inh	Mtb UGM inh	PrPC surface inh	Mtb FBA inh
C[C@H]1CN([C@@H](C)CO)C(=O)CCCn2cc(nn2)CO[C@@H]1CN(C)C(=O)Oc1ccccc1	·	3	-0.3	7	-0.8	-0.1&-1.4&-1.6	·	-2	3
CCn1c(C)nnc1SCC(=O)NC1CCCC1	9	-25	-4.0	9	0.3	-3.7	-7.3	-3	1
COc1ccc2c(c1)CC[C@@H]1[C@@H]2CC[C@]2(C)C(=O)CC[C@@H]12	-5	10	0.2	2	0.3	0.0	0.9	5	1
COc1cc(C(=O)NCC(c2cccs2)N2CCOCC2)cc(OC)c1OC (configuration not stated)	-4	-3	-2.2	1	0.9	-0.3	-2.2	-7	8
CN(C)S(=O)(=O)N(CC(=O)N1CCN(c2ccccc2F)CC1)c1ccccc1	-1	-52	-18	11	-0.9	·	-1.2	-5	3
O=C(NC1CCCCC1)C1c2ccccc2OCC(=O)N1Cc1ccco1 (configuration not stated)	·	4	0.9	17	·	·	·	7	·
Cc1ccc(-c2noc(COc3ccc4c(c3)OCO4)n2)cc1	-7	4	-0.6	24	0.2	·	-0.6	7	0
CCOc1ccc(OCCC(=O)Nc2ccc(N3CCOCC3)cc2N2CCOCC2)cc1	6	-1	0.3	7	-1.7	-0.2	·	0	-1
COc1ccccc1CNC(=O)C1CCCN(S(C)(=O)=O)C1 (configuration not stated)	-4	1	-1.1	-7	0.2	-0.8	0.0	9	2
Fc1ccc(-c2nc3nc4ccccc4nc3n2Cc2ccco2)cc1	40*	10	0.2	3	-3.5	0.0	-1.3	-15	-3
O=C(N=Nc1c(O)n(Cc2ccccc2)c2ccccc12)c1ccncc1	24	-2	-0.9	13	1.1	2.5	-2.2	-25	-1
O=C(CC1S/C(=N/N=C/C=C/c2ccccc2)NC1=O)Nc1ccc(Cl)c(Cl)c1 (configuration not stated)	3	-8	-0.4	-13	-3.8	-0.8	-0.9	-2	-3
O=C(CCc1nnc2ccc(NCc3ccccc3Cl)nn12)N1CCC2(CC1)OCCO2	9	-6	-0.5	-10	-2.5	5.6	1.7	-4	0
CC(NC(=O)C(c1ccccc1)c1ccccc1)C(=O)N1CCCCC1 (configuration not stated)	8	-1	-0.2	9	-1.8	·	-0.7	4	1
COc1ccc(OC)c(-n2c(O)cnc2Nc2nc(C)cc(C)n2)c1	-1	-12	-0.6	2	-2.1	-0.7	1.1	-4	3
CCOC(=O)c1sc(NC(=O)CSc2nc(O)c(Cc3ccccc3)c(=O)[nH]2)nc1C	4	2	-0.5	-5	1.3	·	1.4	-6	2
CC(C)OC(=O)CSc1nc(N2CCOCC2)c2c(c1C#N)CC(C)(C)OC2	6	26	1.2	5	-1.1	·	-0.4	11	0
COc1cc2c(cc1OC)CN(CC(=O)Nc1ccc(C)c(S(=O)(=O)N3CCOCC3)c1)CC2	-4	3	1.7	16	-2.6	0.9	-2.5	1	2
Cc1sc2ncnc(SCC(=O)c3ccc4c(c3)OCCO4)c2c1-c1ccccc1	7	-2	0.3	9	-2.8	·	-2.3	1	-1
Cc1ccc(CNC(=O)C2CC(c3ccc([N+](=O)[O-])cc3)=NO2)cc1 (configuration not stated)	9	-2	-0.9	1	-0.3	-0.3	-1.2	-22	14
Cc1ccccc1Nc1nnc(SCC(=O)Nc2ncc(C(F)(F)F)cc2Cl)s1	8	-5	-0.7	8	-2.2	·	2.5	-3	3

Screens (PubChem BioAssay)
